hcDAF-12 act – activates DAF-12 receptor from parasite H. contortus. 1.4% of 370,000 active. AID 652067. HEK293 hcDAF-12 lit1-tk-luc reporter, luminescence; 0% DMSO, 100% Δ7-dafachronic acid. activation, % at 6.8 µM;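 active means activation above the mean of all tested compounds plus 3 SD, cut at about 5.5% in these data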;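 further: 100% = response to 3 µM Δ7-dafachronic acid high control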
DAX1 inh-1 – inhibitors of human orphan nuclear receptor DAX1 (NR0B1). HEK293 Gal4-DAX1 luciferase reporter, luminescence. inhibition, % at 6.75 µM. 0.99% of 340,000 active. AID 504766;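 active means inhibition above the mean over all tested compounds plus 3 SD, cut at about 4.2% in these data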;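 further: 0% = DAX1-transfected cells with DMSO and 100% = empty-vector control cells with DMSO; inhibition shows as a rise in luminescence from relieved DAX1 repression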
GAA850 FXN act – increases GAA850 frataxin promoter reporter activity. HEK293 lucGAA850 FXN promoter luciferase reporter, 24 h; percent of 10 µM SAHA response. activation, % at 6 µM. 0.56% of 360,000 active. AID 540364;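 active means activation above the average of all compounds screened plus 3 SD, cutoff fixed separately per campaign, cut at about 7.5% in these data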;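 further: 0% = DMSO wells and 100% = 10 µM SAHA wells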
hgDAF12 agonist – activates the H. glycines DAF-12 receptor ligand-binding domain; HEK293 GAL4-hgDAF12 UAS-luciferase reporter, agonist luminescence; normalized to butyrate control; activation, % at 6.8 µM; 1.8% of 370,000 active; AID 687014;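 active means activation above a cutoff set at the mean of all screened compounds plus 3 SD, cut at about 10% in these data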;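 further: 0% = DMSO wells and 100% = sodium butyrate wells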
DAX1 inh-2 – blocks DAX1 repression of SF-1 activated StAR promoter | HEK293T StAR-luciferase reporter, SF-1/DAX-1 repression relief | inhibition, % at 6.8 µM | AID 652010 | 1.1% of 370,000 active;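 active means inhibition above the mean over all tested compounds plus 3 SD, cut at about 3.6% in these data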;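 further: 0% = DAX-1 cells with DMSO and 100% = cells lacking DAX-1 with DMSO; higher inhibition means more luminescence from relief of DAX-1 repression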
GC-B act – GC-B (human) receptor activation | HEK293-GC-B cells, CNP EC30, cGMP TR-FRET; 0% at EC30 CNP, 100% saturating CNP | activation, % at 10 µM | 0.11% of 370,000 active;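 active means activation at 10 µM reaching about 35% in either raw or pattern-adjusted values, limit read from the data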
SMARCA2 act – increases SMARCA2 function in MMTV reporter cells | MG213 cells, MMTV-luciferase reporter, dexamethasone, overnight | activation, % at 9.1 µM | 1% of 370,000 active; in the data active means activation above about 7.8%;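 further: 0% = vehicle wells and 100% = reference activator wells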
HGIII-sPLA2 inh – Blocks human group III sPLA2 activity | Q9NZ20 | QFRET BODIPY PC-A2 liposome hydrolysis, fluorescence | inhibition, % at 12.2 µM | 0.56% of 370,000 active;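 active means inhibition above mean plus 3 SD of compounds lying within the high and low control bounds, cut at about 19% in these data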;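 further: 0% = median of test compound wells and 100% = no enzyme DMSO wells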
KLK7 zymogen act – activators of human kallikrein-7 zymogen. 0.9% of 370,000 active. activation, % at 7 µM. purified proKLK7, EDANS-DABCYL substrate fluorescence; 100% is mature enzyme control, 0% vehicle. P49862;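 active means activation above the mean of all tested compounds plus 3 SD, computed per campaign excluding outliers beyond control limits, cut at about 13% in these data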
ssDAF-12 act – activators of S. stercoralis DAF-12 nuclear receptor; HEK293 ssDAF-12/GRIP1 lit1-tk-luc reporter, luminescence; % of 3 µM dafachronic acid response; activation, % at 6.8 µM; 1% of 370,000 active; AID 652126;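 active means activation above the mean over all tested compounds plus 3 SD, cut at about 0.9% in these data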;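 further: 0% = DMSO-only wells and 100% = 3 µM delta7-dafachronic acid wells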
NPR1 activator – GC-A (human) enzyme activation; 0.14% of 370,000 active; AID 1671463; HEK293 GC-A cells, cGMP TR-FRET, EC30 ANP; 0% at EC30 ANP, 100% saturating ANP; activation, % at 10 µM; P16066; in the data active means activation above about 40%
Target sequence (P16066 whole entry, looked up): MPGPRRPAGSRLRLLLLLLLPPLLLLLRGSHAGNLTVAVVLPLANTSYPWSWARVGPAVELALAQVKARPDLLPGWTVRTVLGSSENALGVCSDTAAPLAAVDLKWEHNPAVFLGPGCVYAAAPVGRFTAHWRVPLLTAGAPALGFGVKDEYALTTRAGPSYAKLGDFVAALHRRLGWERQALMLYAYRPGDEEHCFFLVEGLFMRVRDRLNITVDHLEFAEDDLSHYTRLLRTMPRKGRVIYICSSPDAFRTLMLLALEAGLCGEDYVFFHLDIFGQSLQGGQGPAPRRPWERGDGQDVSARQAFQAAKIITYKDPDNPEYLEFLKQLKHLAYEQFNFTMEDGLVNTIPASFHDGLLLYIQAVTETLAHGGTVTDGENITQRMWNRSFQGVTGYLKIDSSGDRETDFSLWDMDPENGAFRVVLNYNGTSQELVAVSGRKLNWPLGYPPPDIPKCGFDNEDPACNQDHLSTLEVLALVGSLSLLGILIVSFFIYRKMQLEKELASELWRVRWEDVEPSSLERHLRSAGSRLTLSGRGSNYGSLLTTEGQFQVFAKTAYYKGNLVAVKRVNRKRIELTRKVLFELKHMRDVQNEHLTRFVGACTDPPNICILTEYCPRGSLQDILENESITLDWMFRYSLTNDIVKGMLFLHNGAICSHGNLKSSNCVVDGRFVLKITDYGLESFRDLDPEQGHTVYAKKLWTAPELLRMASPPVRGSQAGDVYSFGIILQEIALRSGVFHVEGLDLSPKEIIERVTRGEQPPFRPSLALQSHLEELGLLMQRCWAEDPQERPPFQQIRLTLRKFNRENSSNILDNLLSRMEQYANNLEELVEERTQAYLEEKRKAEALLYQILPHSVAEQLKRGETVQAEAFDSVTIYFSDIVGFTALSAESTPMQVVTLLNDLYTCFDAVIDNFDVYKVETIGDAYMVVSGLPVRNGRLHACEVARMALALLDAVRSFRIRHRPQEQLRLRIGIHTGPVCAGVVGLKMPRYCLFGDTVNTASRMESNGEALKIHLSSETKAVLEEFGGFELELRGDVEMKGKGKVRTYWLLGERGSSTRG
Starred values were filed as active, the others as inactive; . = not tested or not shown.

Values run as follows: hcDAF-12 act, DAX1 inh-1, GAA850 FXN act, hgDAF12 agonist, DAX1 inh-2, GC-B act, SMARCA2 act, HGIII-sPLA2 inh, KLK7 zymogen act, ssDAF-12 act, NPR1 activator
1) CSc1nc(SCC(=O)NC(c2ccccc2)c2ccccc2)c2c3c(sc2n1)CN(C)CC3
    -1.0, -0.7, 3.2, -0.3, -1.0, -14, 12*, -9, 0.6, -0.9, 2
2) COc1cc(-c2noc(C)c2C(=O)NCc2ccc3c(c2)OCO3)cc(OC)c1OC
    0.5, 2.1, -1.2, -0.5, 0.1, -6, -2, 3, 0.3, -1.6, -2
3) Cc1ccccc1C(=O)N1CCN(c2ccc(NC(=O)c3ccccc3[N+](=O)[O-])cc2)CC1
    -2.1, 0.9, 0.8, 0.8, -0.3, 1, -1, -3, 0.6, -2.1, -3
4) O=C(O)c1cccc(NC(=O)c2ccc(CN3C(=O)c4ccccc4C3=O)cc2)c1
    -0.7, 3.0, 1.9, 0.2, -0.2, 7, 0, -1, -1.0, -1.4, 2
5) CC(C)(C)C(=O)Cn1c(=N)n(Cc2ccccc2)c2ccccc21
    -0.6, 0.2, 0.8, -1.6, -0.5, -5, -7, 6, -1.0, -1.7, -4
6) CSc1nc(C)c(CCOC(=O)c2cccc(C)c2)c(=O)[nH]1
    -1.1, -0.7, 0.5, -2.2, 0.0, -4, -4, -3, -0.7, -1.1, -5
7) Cc1cc(C)c2oc(C(=O)N3CCN(C)CC3)cc(=O)c2c1
    -2.2, -0.2, 2.7, -1.4, -0.5, 2, 0, 8, 1.3, -0.8, 7
8) CC[n+]1cc(-c2ccccc2)nc(N2CCOCC2)n1
    -0.2, 0.8, -0.1, -0.8, -0.4, -4, -3, 11, 0.2, 0.5, 5
9) COc1ccccc1NC(=O)CSc1nnc(CNC(=O)c2cccs2)o1
    0.6, 0.6, -0.7, 0.9, -0.3, 2, -1, 3, 0.7, -0.6, 1
10) CCOC(=O)C1=C(Cn2ccc(C(F)(F)F)n2)NC(=O)NC1c1ccc2c(c1)OCO2 (configuration not stated)
    -1.2, -0.6, -1.3, -0.8, -1.7, -1, -1, 0, 0.2, -1.1, -11

Continued; the last 2 above are carried over.
Values run as follows: hcDAF-12 act, DAX1 inh-1, GAA850 FXN act, hgDAF12 agonist, DAX1 inh-2, GC-B act, SMARCA2 act, HGIII-sPLA2 inh, KLK7 zymogen act, ssDAF-12 act, NPR1 activator
9) COc1ccccc1NC(=O)CSc1nnc(CNC(=O)c2cccs2)o1
    0.6, 0.6, -0.7, 0.9, -0.3, 2, -1, 3, 0.7, -0.6, 1
10) CCOC(=O)C1=C(Cn2ccc(C(F)(F)F)n2)NC(=O)NC1c1ccc2c(c1)OCO2 (configuration not stated)
    -1.2, -0.6, -1.3, -0.8, -1.7, -1, -1, 0, 0.2, -1.1, -11
11) CCOC(=O)CC1=CC(C)(CC(=O)OCC)C(C#N)(C#N)C(N)=C1C#N (configuration not stated)
    -0.1, 0.3, -2.3, -2.6, -0.7, -16, 0, -9, 5.7, -0.5, -14
12) NC(=O)[C@H]1CC2(CC(c3cccc(NC(=O)c4ccccc4)c3)=NO2)CN1C(=O)[C@H]1CCC(=O)N1 (some centres not stated)
    0.1, 0.2, -0.4, 0.8, 0.9, 6, 0, 10, 0.3, -1.0, 1
13) Cc1nn(-c2ccc(F)cc2)c(Cl)c1/C=C(\CC(=O)O)c1nc2ccccc2s1
    -1.3, 1.9, -2.3, 0.0, 0.4, -7, -2, -15, 0.0, -1.6, 10
14) N#Cc1c(-c2ccc(Cl)cc2Cl)nc2n(c1=O)CCS2
    0.0, -1.8, 2.9, 1.7, -0.7, -1, -2, -5, -0.9, -1.2, 37
15) COc1ccc(S(=O)CC(=O)Nc2ccccc2Cl)cc1 (configuration not stated)
    1.0, -0.5, 2.5, 2.5, 0.0, 1, -4, -2, -0.5, -1.1, -5
16) CCOc1ccccc1NC(=O)c1cnc(NS(=O)(=O)c2ccccc2)nc1
    -1.6, -0.5, 1.4, 1.5, 0.0, 6, -2, 4, 0.0, -0.8, 7
17) Cc1ccccc1-c1nc(C(=O)NCC2CCCO2)cc2c1[nH]c1ccccc12 (configuration not stated)
    -5.5, -6.6, 0.5, -7.1, -3.9, 25, -1, -5, -0.9, -2.2, 17
18) CCOc1ccccc1OCCOc1cccc(C(F)(F)F)c1
    -1.5, 0.2, 2.6, -0.4, 0.0, -1, 0, -5, -0.6, -1.1, 1
19) COc1cc2oc(=O)cc(CN3CCCC3)c2cc1Cl
    -0.5, ., ., -1.6, -0.1, 2, 1, -2, -2.1, -0.7, -2
20) O=C(CC1C(=O)NCCN1Cc1ccc(-c2ccccc2)cc1)NC1CCC1 (configuration not stated)
    -0.3, -0.3, -1.4, -0.3, -0.2, -3, -3, -8, 0.3, -1.8, -2
21) Nc1cccc2c1C(=O)N(C(=O)/C=C/c1cccc(F)c1)C2=O
    -0.1, -0.7, 2.0, 3.0, 0.5, 1, -4, 8, -5.4, -1.0, 1
22) CC(=O)NC1C(OC(=O)/C=C/c2ccccc2)OC(COC(C)=O)C(OC(C)=O)C1OC(C)=O (configuration not stated)
    -2.3, 1.6, 0.9, 3.0, 0.9, -1, 1, -2, 0.4, -0.6, 5
23) O=C(NCc1ccccc1CN1CCCCC1)c1ccc(Cl)cc1N1CCCC1=O
    -0.1, 0.7, 1.4, -1.5, 1.8, -2, 5, 0, -0.2, -1.3, -1
24) COc1cc2c(cc1OC)C(/C(C#N)=N\O)=NC(C)(C)C2
    -0.5, 2.8, 3.5, -1.4, 0.4, 4, 0, 0, -0.1, -1.3, 6
25) CC1CCc2c(sc(NC(=O)c3ccco3)c2C(=O)O)C1 (configuration not stated)
    1.1, 3.0, -1.3, 3.2, -0.6, -4, -4, -4, 0.8, -0.6, 0
26) CCCCn1c(N)c(N(Cc2ccccc2OC)C(=O)COc2ccc(F)cc2Cl)c(=O)[nH]c1=O
    -2.2, 0.3, -1.7, -0.1, -0.2, -6, -2, 0, 0.6, -1.3, 0
27) Cc1cc(C)c(C)c(S(=O)(=O)N2CCN(CC(=O)Nc3ccc([N+](=O)[O-])cc3)CC2)c1C
    -1.4, -0.7, 0.5, 2.4, -0.1, -5, -2, 8, -0.5, -0.9, -7
28) O=C(Nc1ccccc1Cl)c1ccccc1Oc1ccc(C(F)(F)F)cc1[N+](=O)[O-]
    -1.2, -0.8, -1.1, 0.9, -0.7, -7, 0, -3, -0.2, -1.2, -8
29) Cc1ccc(C)c(NC(=O)c2nc(-c3ccccc3)n(-c3ccccc3)n2)c1
    -1.1, 0.1, 0.1, 0.4, -0.3, -2, -2, -4, 0.2, -1.3, -6
30) CCCn1nnnc1SCC(=O)N1CCCc2ccccc21
    0.3, -0.5, 2.0, 0.1, -0.2, 2, 0, 2, -0.2, -0.7, -2
31) Cc1ccc(NC(=O)CS(=O)CC(=O)Nc2cccc(C)c2C)cc1F (configuration not stated)
    -1.5, 1.4, -2.5, -2.5, -0.6, -2, -3, -13, -0.1, -0.6, -1
32) Cc1c(-n2c(SCC(=O)NC(C)C(C)C)nc3ccccc3c2=O)c(=O)n(-c2ccccc2)n1C (configuration not stated)
    1.2, 0.7, -2.4, -2.3, -0.4, -2, -3, -2, 0.6, -1.1, -3
33) CNC(=O)Nc1cccc(NC(=O)NC)n1
    0.0, 0.0, 2.9, -0.8, 1.2, 7, 4, 1, 0.0, -1.0, 12
34) c1cc2nnnn2nc1N1CCCCC1
    1.0, 1.1, 0.0, 1.7, 1.2, -3, 3, -1, -0.3, -1.2, 1
35) O=C1CCCN1CCC1CCCCN1Cc1nc(COc2ccccc2)no1 (configuration not stated)
    -0.7, -1.3, -1.7, 0.7, -0.1, -2, -4, -1, -0.2, -0.1, -1
36) CCn1c(CSc2nc3ccccc3s2)n[nH]c1=S
    0.3, -0.5, -0.5, 2.4, 0.0, -2, 0, 13, -0.2, -0.4, -2
37) CC1C(=O)N(Cc2cn(CCC3OCCO3)nn2)CCS(=O)(=O)N1Cc1ccc(-c2cccc(N(C)C)c2)cc1 (configuration not stated)
    -1.5, -0.6, -0.7, -2.6, 0.4, 2, 4, -12, -0.3, -1.1, -2
38) O=C(Nc1ccccc1)c1cc(C2CCCCN2S(=O)(=O)c2ccccc2)on1 (configuration not stated)
    2.2, ., 2.6, 3.8, 1.0, 2, -2, -9, -0.6, -0.8, -1
39) CCn1cc(C(=O)NN)c(=O)c2cc(F)c(NC3CCCCC3)cc21
    -1.0, -0.6, -1.0, 0.1, 0.0, 6, 3, 10, -14, -1.2, 11
40) Cc1cccc(C(O)c2cnc(C)n2Cc2ccccc2)c1 (configuration not stated)
    -2.4, -0.4, 0.6, -3.1, -0.8, -6, -8, 7, 0.0, -1.3, -11
41) O=S(=O)(c1cccc(-c2nc3ccccc3s2)c1)N1CCCC1
    -0.2, -0.6, 0.8, 3.0, -0.5, 2, -3, 9, -0.5, -1.1, 2
42) O=C(Nc1ccc(NC(=O)N2CCN(c3ccccc3O)CC2)cc1)N1CCN(c2ccccc2O)CC1
    -1.0, -2.1, 0.7, -2.4, -0.6, -6, -2, -17, 0.2, -1.1, 1
43) Cc1cc(C)n(-c2ccc(C(=O)OCC(=O)NCc3ccc(F)cc3)cc2)n1
    0.1, -0.4, 1.1, -0.4, 0.1, 3, 3, -7, -0.7, -1.2, 1
44) CCOc1ccc(OCCC(=O)OCC(=O)NCc2ccc(Cl)cc2)cc1
    -1.6, 1.5, -1.2, 1.3, 1.3, 1, -3, 5, 0.1, -0.9, 0
45) Cc1ccc(Cc2c(C3CCCCC3)nc3cc(C)c(Br)c(C)n23)cc1
    1.9, ., ., 2.3, 2.5, 0, -1, 9, 0.9, 0.0, 0
46) Cc1ccc(-c2noc(CCC(=O)N(C)c3ccccc3C)n2)cc1
    -1.3, 0.8, 1.3, -2.1, -0.8, -2, -3, -7, -0.1, -1.4, -4
47) C[C@H](NC(=O)c1ncn2c1C(=O)N[C@@H](C)C2)c1ccccc1
    -1.0, 0.8, 1.8, -1.0, 1.4, 2, -1, 1, 0.7, -1.2, 2
48) Cc1noc(C)c1COc1ccc(C(=O)NCCc2ccc(S(N)(=O)=O)cc2)cc1
    -1.6, -1.5, 1.1, 1.9, -0.5, 7, 8, -3, -0.5, -0.5, 4

Screening data (PubChem BioAssay)
